Furin inh – inhibitors of human furin; purified furin, fluorogenic substrate cleavage; inhibition, % at 30 µM; hit rate 0.061% among 220,000; AID 463115; in the data active means inhibition above about 25%; further: inactives centre near -15
EBV gp42 block – EBV gp42 inhibition; Q1HVG2; Fluorescence polarization binding assay, mP read-out; inhibition, % (tested at 21.74 µM); hit rate 0.42% among 220,000; AID 1085; in the data active means inhibition above about 50%
Target sequence (Q1HVG2 whole entry, looked up): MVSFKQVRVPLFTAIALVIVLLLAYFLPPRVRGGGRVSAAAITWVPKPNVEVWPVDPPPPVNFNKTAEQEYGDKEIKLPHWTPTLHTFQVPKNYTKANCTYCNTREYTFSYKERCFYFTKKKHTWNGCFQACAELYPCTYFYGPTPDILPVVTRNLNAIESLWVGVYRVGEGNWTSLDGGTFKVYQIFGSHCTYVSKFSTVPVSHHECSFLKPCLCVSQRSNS
p47phox inh – inhibitors of human p47phox binding; P14598; p47phox/p22phox peptide binding, fluorescence polarization, 2 h; inhibition, % at 24.7 µM; hit rate 0.53% among 220,000; AID 1274;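 further: 0% = p47phox with labelled peptide and 100% = labelled peptide alone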
Thrombin inh – blocks human thrombin protease activity. hit rate 0.26% among 220,000. AID 1046. alpha-thrombin, Boc-VPR-AMC fluorogenic substrate cleavage. inhibition, % at 5 µM. P00734;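 active means inhibition at or above 40%; inactive means inhibition below 40%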;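 further: 0% = enzyme with no compound and 100% = wells without enzyme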
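Material: human alpha-thrombin protein. Incubation: reaction at ambient temperature. Technique: fluorescence of released AMC, ex 355 nm, em 460 nm. Control set: no-compound enzyme wells and no-enzyme blanks. Also added: Boc-VPR-AMC substrate, 15 µM final. Buffer or medium: pH 7.5 Tris (50 mM) with NaCl 150 mM, Tween 20 0.05%.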
14-3-3 Bad inh – disrupts binding of bovine 14-3-3 zeta to phospho-Bad peptide. P63103. TR-FRET 14-3-3zeta/Dy647-pBad peptide displacement, 1 h. inhibition, % at 21.7 µM. hit rate 0.71% among 220,000. AID 781;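 active means inhibition above about 70%, limit read from the data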;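 further: 0% = full 14-3-3 plus peptide FRET controls and 100% = background without 14-3-3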
Target sequence (P63103 whole entry, looked up): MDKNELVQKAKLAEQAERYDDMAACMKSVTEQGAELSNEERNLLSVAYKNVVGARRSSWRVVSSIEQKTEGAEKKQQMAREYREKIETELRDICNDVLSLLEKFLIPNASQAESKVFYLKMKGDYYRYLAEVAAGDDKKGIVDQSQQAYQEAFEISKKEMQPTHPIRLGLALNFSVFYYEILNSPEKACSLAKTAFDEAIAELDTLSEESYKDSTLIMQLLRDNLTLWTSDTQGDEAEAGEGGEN
KCC2 mod – modulators of human KCC2 chloride dependent transport. hit rate 2.2% among 190,000. Q9H2X9. KCC2 cells, thallium flux FluoZin-2 fluorescence. B-score of Tl+ flux slope (higher = more flux/activation; lower = inhibition) at 10 µM. AID 1456;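 active means thallium flux slope and its plate-corrected score both differing from the plate sample mean at a set confidence after two filtering rounds, in either direction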;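 further: slope of fluorescence scaled to starting intensity during 10 to 20 s after thallium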
KLK5 inh – blocks human kallikrein 5 protease activity. AID 873. recombinant hK5, fluorogenic AMC substrate cleavage. hit rate 0.59% among 210,000. Q9Y337. inhibition, % at 5 µM;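 active means inhibition of 40% or more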;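 further: 0% = enzyme controls without compound and 100% = no-enzyme blanks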
Target sequence (Q9Y337 67-293 limits assumed): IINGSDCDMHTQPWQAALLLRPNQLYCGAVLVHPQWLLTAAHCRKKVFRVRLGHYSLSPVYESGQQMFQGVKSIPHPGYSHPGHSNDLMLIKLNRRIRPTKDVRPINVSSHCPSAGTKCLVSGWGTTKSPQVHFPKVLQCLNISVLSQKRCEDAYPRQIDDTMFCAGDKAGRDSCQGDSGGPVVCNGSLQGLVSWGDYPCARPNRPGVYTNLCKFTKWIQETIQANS
eIF4E 4G PPI – eIF4E/eIF4G interaction inhibition in translation initiation; P63073+Q04637; TR-FRET eIF4E-eIF4GI(517-606) binding, 2 h; inhibition, % at 21.7 µM; hit rate 0.37% among 220,000;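 further: 0% = full FRET control wells and 100% = background wells lacking eIF4GI fragment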
Rad51 HR inh – Rad51 (human) homologous recombination inhibition. AID 1385. hit rate 0.085% among 200,000. inhibition, % at 10 µM. hRad51 DNA strand exchange, fluorescence dequenching;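 active means inhibition above 40% at the single screening dose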;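 further: 0% = DMSO control wells and 100% = blanks with heterologous ssDNA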
Target sequence (Q06609 whole entry, looked up): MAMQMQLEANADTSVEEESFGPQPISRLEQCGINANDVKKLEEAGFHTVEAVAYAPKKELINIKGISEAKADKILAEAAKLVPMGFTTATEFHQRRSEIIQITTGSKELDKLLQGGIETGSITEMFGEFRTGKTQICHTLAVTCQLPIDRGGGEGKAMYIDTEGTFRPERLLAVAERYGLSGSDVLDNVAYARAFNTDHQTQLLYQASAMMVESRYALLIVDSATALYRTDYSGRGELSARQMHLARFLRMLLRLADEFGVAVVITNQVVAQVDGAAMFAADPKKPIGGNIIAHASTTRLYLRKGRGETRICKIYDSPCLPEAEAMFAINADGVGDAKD
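System: human Rad51 nucleoprotein filaments preassembled on unlabelled ssDNA. Reagent: labelled 47-mer dsDNA for strand exchange. Schedule: 30-min compound preincubation and 15-min exchange, both room temperature. Measured by: FRET fluorescence dequenching, excitation 485 nm, emission 520 nm. Read-out: Fluorescence-based percent inhibition, control- and blank-normalised. Benchmarks: plate controls and plate blanks.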
* hit, by the source's call; x = not tested or not shown; [ ] = dose if it differs, or a comment.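 How the source made its calls, unless noted: active means inhibition above about 30% (limit read from the data); inactive means the rest.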

SMILES	Furin inh	EBV gp42 block	p47phox inh	Thrombin inh	14-3-3 Bad inh	KCC2 mod	KLK5 inh	eIF4E 4G PPI	Rad51 HR inh
O=S(=O)(Nc1ccncc1Cl)c1ccc2ccccc2c1	-6	-6	-5	1	72*	-1.3	1	2	-9
NC1=NC(=O)/C(=C\c2ccc(O)c([N+](=O)[O-])c2)S1	-4	-1	-11	5	3	0.92	12	-2	-4
CCCCC(SCC(=O)Nc1ccccc1)C(=O)O (stereo not drawn)	-16[20 µM]	-12	-6	5	4	-0.52	-17	4	x
CC1=C(C#N)C(C(F)(F)F)(C(F)(F)F)N=C(c2ccco2)N1	-14[20 µM]	-12	-15	3	68[fluorescence artefact?]	0.89	-8	-1	5
O=Cc1ccc2oc3nc4n(c(=O)c3c(=O)c2c1)CCCS4	-13[20 µM]	85*	-31	-10	8	-0.35	-51	7	0
COc1cc(S(=O)(=O)N(Cc2cccnc2)Cc2ccco2)ccc1-n1cnnn1	-17	-10	-5	1	16[fluorescence artefact?]	0.16	-6	-6	-4
O=C(Nc1ccccc1C(=O)O)c1ccc2ccccc2n1	-10	-17	-4	1	49	-1.2	35	11	-14
Cc1nc(NC(=O)c2ccccc2)sc1-c1csc(Nc2cccc(F)c2)n1	-20[20 µM]	3	-30	3	71*	0.85	-20	-20	-9
CCC(C)C(NC(=O)C1CCC(C)CC1)C(=O)NC1CCN(Cc2ccccc2)CC1 (stereo not drawn)	-15	-12	0	-2	-3	0.0059	-1	2	-7
COc1ccc(/C=N/Nc2nccnc2Cl)c(OC)c1	-23	8	-9	-6	-4	x	-11	1	4
COc1cccc(C(=O)NCc2ccc3[nH]c(C)cc3c2)c1	-42	-5	-6	x	-11	-0.4	0	-3	-2
Cc1ccc2c(Cl)cc(Cl)c(OCC(=O)NCCc3ccccn3)c2n1	-27	-8	1	-1	-9	-1.7	2	3	-2
CCCNC(=O)NC(=O)CSc1nnc(C)n1N	-6[20 µM]	-17	-9	-5	-17[fluorescence artefact?]	0.6	-6	-20	9
CCCCC(=O)NC(NC(=S)N1CCCCCC1)C(Cl)(Cl)Cl (stereo not drawn)	-16	-15	-14	-5	-15[fluorescence artefact?]	0.47	-6	-2[fluorescence artefact?]	4
COc1ccccc1C(=O)Nc1c(C)cc(Br)cc1C	-16	-3	-5	-2	0	-2.4	-3	-5	22
O=C(CSc1nccc(=O)[nH]1)NCc1ccco1	-7	2	-17	-4	-4	x	-2	2	-10
O=Cc1c(-c2ccccc2)nc2ccccn12	-8	-10	-7	-2	-1	-0.68	-5	4	-4
CCOCC(=O)Nc1c(C)n(C)n(-c2ccccc2)c1=O	-19	6	-3	-9	-7	x	1	-1	0
CC1(C)Cc2c(sc3[nH]c(=S)n(Cc4ccco4)c(=O)c23)CO1	-27[20 µM]	7	-12	4	5[fluorescence artefact?]	9*	21	-2	0
CC(=O)NC1C(=O)N=C(SCC(=O)Nc2cccc(Cl)c2)NC1=O (stereo not drawn)	-6	-17	-3	-1	-5	0.45	0	-4	-12
CN1C(=O)C(O)(CC(=O)c2ccccn2)c2cc(Br)ccc21 (stereo not drawn)	-26	-13	0	5	-2	0.18	-3	0[fluorescence artefact?]	5
CCc1c(C)c(C#N)c2[nH]c3ccccc3n2c1=S	-8	-10	30*	-4	-15	0.13	-1	33*	17
O=[N+]([O-])c1c(NCCO)cc(N2CCCCC2)c2nonc12	-3	-2	-15	-8	-2	-0.72	-2	-2	1
Cc1cccc(N(C)C(=S)Oc2ccc3ccccc3c2)c1	-7	-2	-3	x	-3	-0.81	-9	4	-11
CC(=O)c1ccc(C(C)(C)c2ccc(C(C)=O)s2)s1	1	-25	9	4	9	-0.66	-4	15	1
Next results follow.
SMILES	Furin inh	EBV gp42 block	p47phox inh	Thrombin inh	14-3-3 Bad inh	KCC2 mod	KLK5 inh	eIF4E 4G PPI	Rad51 HR inh
Cc1cc(NS(=O)(=O)c2ccc(NC(=O)Nc3ccc4c(c3)OCO4)cc2)no1	-19[20 µM]	-18	-22	3	6[fluorescence artefact?]	1	-33	3[fluorescence artefact?]	2
CCC(C)C(NS(=O)(=O)c1ccc(C)cc1)C(=O)Oc1ccc2c3c(c(=O)oc2c1)CCC3 (stereo not drawn)	-15[20 µM]	-10	-8	1	6	1.3	-11	0	4
Cc1cc(C)c2[nH]c(O)c(N=NC(=O)c3cc4c(s3)CCCC4)c2c1	-25	-7	1	-4	0[fluorescence artefact?]	-0.008	-1	-3	2
CCOC(=O)c1cc(-c2ccccc2)sc1NC(=O)COC(=O)c1ccc(Cl)c(S(N)(=O)=O)c1	-3	-6	-6	1	10	0.53	-2	7	27
CCCCCn1c(CN2CCN(c3cc(Cl)ccc3C)CC2)nc2c1c(=O)[nH]c(=O)n2C	-12	-1	-12	2	8	0.42	0	-4	x
CN1CCN(c2ccccc2NC(=O)c2cccc(OCc3ccccc3)c2)CC1	35*[20 µM]	-9	-3	-5	-3[fluorescence artefact?]	-0.32	-11	1	5
C/C(=C\c1ccccc1)C(=O)N1CCN(c2cccc(C(F)(F)F)c2)CC1	-12	7	-5	-5	-13[fluorescence artefact?]	-1.1	-20	-3[fluorescence artefact?]	-2
CC(C)C(=O)N(c1cc2sc(=O)oc2c2ccccc12)S(=O)(=O)c1cccs1	-19[20 µM]	-4	-8	1	-6	x	-18	2	-12
CCCc1cc2c(cc1NC(=O)c1ccco1)OCO2	-26	6	0	-7	-2	-0.88	-25	2	-7
c1ccc(-c2ccc3nnnn3n2)cc1	-16	-12	-13	-8	-18	0.44	-5	-1	5
CCCN=CC1=C(O)CC(c2ccccc2)CC1=O (stereo not drawn)	6[20 µM]	-6	-2	-1	-9	0.36	-8	-3[fluorescence artefact?]	-11
COc1ccc(OC)c2sc(NNC(=O)C3COc4ccccc4O3)nc12 (stereo not drawn)	-4	-3	1	4	-20	x	-8	0	3
Cc1cc(C)n(-c2cccc(F)n2)n1	-15	-29	-4	-3	-12	x	2	3	4
CN(C)c1ccc(C(CN)c2c[nH]c3ccccc23)cc1 (stereo not drawn)	4	-1	-8	-2	-6	-0.076	3	2	-8
CCN(CC(N)=O)S(=O)(=O)c1ccc(Br)cc1	-21[20 µM]	5	4	-10	3	-0.13	-11	5	0
O=C(N/N=C/c1ccccn1)c1cc(-c2ccncc2)nc2ccccc12	-13	28	6	-6	-5[fluorescence artefact?]	x	-70	8[fluorescence artefact?]	5
O=C(c1ccccc1F)N1CCCC(c2ccccc2)C1 (stereo not drawn)	5	-6	-1	2	-15[fluorescence artefact?]	-1.7	-20	-1[fluorescence artefact?]	4
CCCC/C(O)=C/c1nc2ccccc2[nH]c1=O	-15[20 µM]	8	-41	9	-3	x	-10	-1	-4
CCN(CC)S(=O)(=O)c1cc(Br)ccc1OC	-29	-10	-6	2	0[fluorescence artefact?]	x	15	3	-5
CCOC(=O)C1(Cc2ccc(Cl)cc2)CCN(Cc2nccn2CC)CC1	-28	-2	-1	-8	-11	-1.4	x	5	3
COCCNC(=O)C(=O)NCC1OCCN1C(=O)c1ccc(Cl)cc1 (stereo not drawn)	-14	-8	5	3	1	-0.39	-3	-2	-1
O=C(COC(=O)Cc1cccs1)Nc1ccc(F)c(F)c1F	-21[20 µM]	-9	-4	5	-5	0.018	-8	5	-3
O=C(NCCc1nc2ccccc2[nH]1)/C(=C/c1ccc2c(c1)OCO2)NC(=O)c1ccccc1	-11	-25	5	2	-17	-2.4	-18	5	12
Clc1ccc(N=c2ssnc2Cl)cc1	-17[20 µM]	-26	28	-4	44	0.24	-5	31*[fluorescence artefact?]	2
COc1cccc(C(=O)c2c[nH]c(C(=O)NCCCN(C)C)c2)c1	-11	18	9	2	-12	1.4	-8	8	26

Gathered by group, the entries above containing a furan ring, fused or not (5)
SMILES	Furin inh	EBV gp42 block	p47phox inh	Thrombin inh	14-3-3 Bad inh	KCC2 mod	KLK5 inh	eIF4E 4G PPI	Rad51 HR inh
CC1=C(C#N)C(C(F)(F)F)(C(F)(F)F)N=C(c2ccco2)N1	-14[20 µM]	-12	-15	3	68[fluorescence artefact?]	0.89	-8	-1	5
COc1cc(S(=O)(=O)N(Cc2cccnc2)Cc2ccco2)ccc1-n1cnnn1	-17	-10	-5	1	16[fluorescence artefact?]	0.16	-6	-6	-4
O=C(CSc1nccc(=O)[nH]1)NCc1ccco1	-7	2	-17	-4	-4	x	-2	2	-10
CC1(C)Cc2c(sc3[nH]c(=S)n(Cc4ccco4)c(=O)c23)CO1	-27[20 µM]	7	-12	4	5[fluorescence artefact?]	9*	21	-2	0
CCCc1cc2c(cc1NC(=O)c1ccco1)OCO2	-26	6	0	-7	-2	-0.88	-25	2	-7

Other compounds follow.
SMILES	Furin inh	EBV gp42 block	p47phox inh	Thrombin inh	14-3-3 Bad inh	KCC2 mod	KLK5 inh	eIF4E 4G PPI	Rad51 HR inh
COc1cc(NS(=O)(=O)c2ccc(NC(=O)/C=C/c3ccc([N+](=O)[O-])cc3)cc2)ncn1	-33	-12	-12	-2	-2	-0.5	4	6	0
O=S(=O)(NC1=NCCC1)c1cccs1	-16[20 µM]	-12	-5	-2	2[fluorescence artefact?]	-0.68	-8	2[fluorescence artefact?]	-3
NC(=O)c1nsc(C(=O)N(c2ccc(Cl)cc2)C(C(=O)NCC2CCCO2)c2cccs2)c1N (stereo not drawn)	-11	-8	-9	-7	8	0.35	5	5	3
Cc1cccc(-n2ncc3c(NCCCn4ccnc4)ncnc32)c1	-20	-21	0	-1	12	-0.032	-5	-3	2
Cc1cc(OCC(=O)N2CCOCC2)ccc1[N+](=O)[O-]	-22	-17	1	0	9	-0.27	7	-10	20
O=C(C1=C[C@@H](c2ccc(Br)cc2)C[C@@H](OCc2ccc(CO)cc2)O1)N1CCN(Cc2ccc3c(c2)OCO3)CC1	-34	-13	-22	8	-2	-1.2	5	0	1
CCN(c1ccccc1)P(=O)(Nc1ccccc1)Nc1ccccc1	-21	-11	-10	2	2	0.77	2	-1	16
Cc1cc([N+](=O)[O-])nn1CC(=O)Nc1ccc(Cl)cn1	-5	6	-7	5	5	-0.43	-3	2	-5
CCOC(=O)C1=C(c2ccccc2)NC(SCC(=O)Nc2ccc(C)cc2)=C(C#N)C1c1ccco1 (stereo not drawn)	-18[20 µM]	-12	-7	-10	-10	-1.6	-22	2	-4
O=C(COc1ccc([N+](=O)[O-])cc1Cl)Nn1cnnc1	-10	-8	-5	1	2	0.056	1	4	8
O=C(CCCc1ccccc1)Nc1ccccn1	-23	-5	-9	1	-20	0.37	-12	2	18
COC(=O)c1sccc1NC(=O)C1C2C=CC(C2)C1C(=O)O (stereo not drawn)	-32[20 µM]	-16	-6	0	-14	-0.38	-15	1	-3
COc1ccc(NC(=O)c2cc(Cl)ccc2NC(=O)c2ccco2)c(OC)c1	-11[20 µM]	-10	-1	-8	9	x	-20	-22	-1
CC1CCCCC1NC(=O)C(Cc1ccccc1)NS(=O)(=O)c1cccs1 (stereo not drawn)	6[20 µM]	-10	-13	0	-4	x	-20	0[fluorescence artefact?]	-6
CCS(=O)(=O)n1nc(-c2ccccc2)nc1N	-11[20 µM]	-9	-6	-6	-8	0.16	12	1	-2
COc1cc2cc(/C=C/C(=O)c3ccco3)c(Cl)nc2cc1OC	-4[20 µM]	-82	-15	0	9	-1	7	2	-2
Cc1ccc(CCNC(=O)CCS(=O)(=O)c2ccc(Br)cc2)cc1	-26	-1	-2	-6	-1	0.013	3	1	-5
Cc1ccc(NC(=O)CSc2nnc(CSc3nc(C)cc(C)n3)n2Cc2ccco2)c(C)c1	-9[20 µM]	-24	-2	-3	-5[fluorescence artefact?]	-1.3	-9	5[fluorescence artefact?]	-5
Cc1ccc(/C=C2/NC(=O)N(Cc3ccccc3)C2=O)s1	-17[20 µM]	-64	-88	0	-15	-1.2	-8	-5	-44
